RBX1-CUL1 inh = human ROC1-CUL1 E3 ligase inhibition; P62877+Q13616; inhibition, % at 10 µM; in vitro K48 di-Ub FRET, acceptor:donor ratio, 45 min; AID 1347404; actives 0.6% (n = 140,000); in the data active means inhibition above about 25%
Target sequence (P62877 whole entry, looked up): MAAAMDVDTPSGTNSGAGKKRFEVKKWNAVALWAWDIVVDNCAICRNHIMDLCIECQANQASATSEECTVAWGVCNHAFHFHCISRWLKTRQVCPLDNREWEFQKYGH
Target sequence (Q13616 whole entry, looked up): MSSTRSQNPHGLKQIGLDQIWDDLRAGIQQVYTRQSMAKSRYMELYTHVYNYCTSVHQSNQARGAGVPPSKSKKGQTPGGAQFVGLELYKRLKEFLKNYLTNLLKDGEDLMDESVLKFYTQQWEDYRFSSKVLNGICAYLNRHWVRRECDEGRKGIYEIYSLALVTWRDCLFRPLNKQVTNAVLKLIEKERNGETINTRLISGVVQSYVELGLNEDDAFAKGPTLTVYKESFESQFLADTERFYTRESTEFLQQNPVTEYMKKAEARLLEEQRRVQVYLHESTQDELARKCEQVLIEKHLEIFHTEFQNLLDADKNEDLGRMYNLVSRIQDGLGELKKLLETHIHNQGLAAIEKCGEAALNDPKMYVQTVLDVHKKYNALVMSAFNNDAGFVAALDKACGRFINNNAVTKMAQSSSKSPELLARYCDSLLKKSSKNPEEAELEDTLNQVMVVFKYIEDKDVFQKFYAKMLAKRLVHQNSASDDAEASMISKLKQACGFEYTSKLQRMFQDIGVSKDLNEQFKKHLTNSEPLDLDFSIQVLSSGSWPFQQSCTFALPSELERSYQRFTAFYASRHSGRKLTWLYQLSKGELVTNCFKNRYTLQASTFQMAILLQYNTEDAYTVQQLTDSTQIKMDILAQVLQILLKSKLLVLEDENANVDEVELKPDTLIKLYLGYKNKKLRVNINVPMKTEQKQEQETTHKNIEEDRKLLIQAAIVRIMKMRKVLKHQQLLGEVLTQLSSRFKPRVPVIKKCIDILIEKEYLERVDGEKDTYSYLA
An asterisk follows results filed as active. Some of the compounds tested (hit frequency here may not be typical).

SMILES	RBX1-CUL1 inh
CCOc1ccccc1N1CCN(C(=O)/C=C/c2cccs2)CC1	-1
O=c1nc2n(-c3ccccc3F)c3ccccc3cc-2c(=O)[nH]1	1
COc1ccc(CN2CCOc3ccc(C(O)Cc4ccccc4)cc3C2)c(Cl)c1OC (stereo unspecified)	-3
O=C(Nc1cc(Cl)ccc1OC(=O)c1ccccc1F)c1ccccc1F	-4
COc1ccc(NC(=O)Nc2nnc(N3CCCCCC3)s2)c(OC)c1	7
COC(=O)NNC(=O)c1ccc(C)cc1	-6
O=C(CN1CCCN(S(=O)(=O)c2ccc(Br)cc2)CC1)Nc1cccc(C(F)(F)F)c1	-10
CC(C)(C)c1ccc(S(=O)(=O)NCC(=O)Nc2sc3c(c2C(N)=O)CCCC3)cc1	2
O=C(c1ccncc1)N1CCN(S(=O)(=O)c2ccc(Br)s2)CC1	2
O=C1CCC(CCC(=O)NC2(c3ccccc3)CC2)(Cc2ccc(F)cc2)N1 (stereo unspecified)	4
CCS(=O)(=O)c1ncc(CN2CCSCC2)n1CCCc1ccccc1	13
COc1ccc(OC)c(CNC(=O)C2CCN(c3ncnc4c3nc3n4CCCCC3)CC2)c1	0
COC(=O)c1ccccc1-n1c(C)cc(/C=C2\C(=O)NC(=S)N(c3ccc(C)cc3C)C2=O)c1C	-2
CCc1ccccc1NC(=O)CCNS(=O)(=O)c1ccc2c(c1)CCN2C(=O)C1CC1	-3
COc1ccccc1OCCSc1nnc(-c2ccco2)n1C	-5
Cc1nc(N(C)C2CCCCC2)ncc1C(C)NC(=O)CCc1cn[nH]c1 (stereo unspecified)	-9
Cn1c(=O)n(Cc2ccc(Cl)cc2)c(=O)c2c1nc(Oc1ccccc1)n2Cc1ccc(Cl)cc1	-5
C#CCN(Cc1nc(N2CCN(C(=O)c3ccco3)CC2)c2ccccc2n1)C1CCCCC1	3
C=CCNC(=S)NNC(=O)c1csc(CCC)c1	14
O=C(NCc1ccccc1)C1CCCN(C2CCN(C(=O)c3cn[nH]c3)CC2)C1 (stereo unspecified)	1
CCOc1ccc(NC(=O)CSc2nnc(-c3ccc(Cl)cc3)n2-c2ccc(C)cc2)cc1	-9
Cc1ccccc1-c1nc(CN2CCN(c3ccccc3)C(=O)C2)c(C)o1	14
CN(Cc1ccccc1)C(=O)Cn1ncc2c3ccccc3n(Cc3cccc(Cl)c3)c2c1=O	-7
CCCN(c1ccc(C(C)C)cc1)S(=O)(=O)c1ccc2c(c1)CCN2C(=O)CC	0
COc1ccccc1-n1c(-c2cccnc2)n[nH]c1=S	-10
O=c1c2c3c(sc2nnn1Cc1ccccc1F)CCCC3	-5
O=C(NCCn1cc(SCc2ccccc2F)c2ccccc21)c1cccs1	-16
CCCCc1ccc(NC(=O)C2(C)Cc3ccccc3C(=O)O2)cc1 (stereo unspecified)	1
Cc1cc2n(n1)c1cc(C)nn1c1cc(C)nn21	1
COc1ccccc1CCNC(=O)c1ccc2c(c1)c(C)c(C)n2Cc1ccc(Cl)cc1	0

A different layout for part of the listing above.
compound | RBX1-CUL1 inh
CCOc1ccc(NC(=O)CSc2nnc(-c3ccc(Cl)cc3)n2-c2ccc(C)cc2)cc1 | -9
O=c1c2c3c(sc2nnn1Cc1ccccc1F)CCCC3 | -5
COc1ccccc1-n1c(-c2cccnc2)n[nH]c1=S | -10

More records:
SMILES	RBX1-CUL1 inh
Cc1ccc(CNC(=O)c2c(-c3ccccc3F)noc2C)o1	-2
CC(C)N(C)C(=O)C1CCCN(C2CCN(C)CC2)C1 (stereo unspecified)	-2
COC(=O)c1ccccc1NC(=O)CSc1nnc(COc2ccc3ccccc3c2)n1C	-2
COc1ccc(CCC2CCCN(C(=O)c3snnc3C)C2)cc1 (stereo unspecified)	-12
Cc1cc(C(=O)Nc2cccc(F)c2)c2c(C)nn(-c3cccc(Cl)c3C)c2n1	-8
COc1ccc(CC(=O)Nc2ccc(-c3nnc(-c4ccc(C)cc4)o3)cc2)cc1	1
CCCc1[nH]nc2c1C(c1ccc([N+](=O)[O-])cc1)C(C#N)C(=N)O2 (stereo unspecified)	-2
COc1ccc(S(=O)(=O)N(CC(=O)N/N=C(\C)c2cccs2)c2cc(Cl)ccc2OC)cc1OC	-4
O=C(CSc1nc2ccc(NC(=O)c3ccc(Cl)cc3Cl)cc2s1)NCC1CCCO1 (stereo unspecified)	10
CN(Cc1ccon1)c1ccc(-c2nc(CCc3ccccc3)no2)cn1	-7
CCOc1ccccc1C1C(C(=O)Nc2ccccc2OC)C(C)=Nc2nc3ccccc3n21 (stereo unspecified)	-4
O=C(CC1CCCC1)Nc1cccc(N2CCC(NCC(c3ccccn3)N3CCOCC3)CC2)c1 (stereo unspecified)	4
COC(=O)C1CCCCN1Cc1cc2cc(OC)c(OC)cc2c2cc(OC)ccc12 (stereo unspecified)	9
CN(C)CCNC(=O)CCC1CCN(Cc2ccccc2C(F)(F)F)CC1	-6
CC(=O)c1cccc(CNC2CCCc3c2cnn3-c2cc(F)cc(F)c2)c1 (stereo unspecified)	-1
COc1ccccc1NC(=O)COc1ccc(S(=O)(=O)N2CCCC2)cc1	-6
O=C1CCC(Cc2ccccc2)N1 (stereo unspecified)	-4
Cc1ccccc1SCC(=O)N/N=C/c1c(O)ccc2ccccc12	-4
COc1cccc(/C=N/NC(N)=S)c1OS(=O)(=O)c1ccc(C)cc1	1
CCOc1ccc2nc(N3CCC(C(=O)N4CCN(C5CCCCC5)CC4)CC3)nc(C)c2c1	-4
CCc1ccc(-n2c(=O)c3c4c(sc3n(Cc3ccc(C)cc3)c2=O)CCC4)cc1	-5
CC(C)c1nn2c(=O)cc(COC(=O)c3ccco3)nc2s1	-2
COCCCNC(=O)CNS(=O)(=O)c1c(C)cc(C)cc1C	2
CCOC(=O)c1ccc(N2C(=O)c3n[nH]c(-c4ccco4)c3C2c2cccc(OC)c2)cc1 (stereo unspecified)	-7
COC(=O)C1CCCCN1C(=O)c1c(OC)cc(=O)n2c1CCN(Cc1ccc3c(c1)CCO3)CC2 (stereo unspecified)	4
CCCn1c(=O)sc2cc(NC(=O)c3ccccc3OCC)ccc21	-2
CCCOc1ccc(C2C3C(=O)CC(C)(C)CC3=Nc3ccccc3N2C(=O)C(F)(F)F)cc1OC (stereo unspecified)	3
O=C1N(C2CCCC2)C[C@@H]2C[C@@H](c3cc4c(cc3Cl)OCO4)N3CCC[C@@]123	-7
CC1=CC=CN2C1=NC(C(F)(F)F)(C(F)(F)F)N=C2c1ccc(C)cc1	8
O=C(O)CCCN1C(=O)CC(=O)c2ccccc21	7
Cc1ccc2sc(N(CCCN(C)C)C(=O)c3ccco3)nc2c1C	9
C#CCOc1c(Br)cc(C2C3=C(N=C(C)C2C(=O)OC)c2ccccc2C3=O)cc1OCC (stereo unspecified)	-1
Cc1cc(C)cc(OC(C)C(=O)N2CCN(c3ccccc3)CC2)c1 (stereo unspecified)	2
CN1C(=O)C2C3OC(=O)C2C(C(=O)O)C1C3Br (stereo unspecified)	0
O=C(NC(=O)C(F)(F)F)Nc1ccccc1F	1
O=C(O)c1ccc(NCN2C(=O)CSC2=O)cc1	4
O=C(O)c1cc(-c2ccc(CC3=NC(=S)N(c4ccc(Cl)cc4)C3=O)o2)ccc1Cl	101*
CCOC(=O)C1C(=O)NC(N2CCOCC2)=NC1c1ccc(F)cc1 (stereo unspecified)	-4
Cc1ccc(CNC(=O)CSc2n[nH]c(-c3ccc(F)cc3)n2)cc1	3
C=CCNC(=O)C1CCN(S(=O)(=O)N(C)C)CC1	9

4 entries from above, ordered by molar mass, smallest number first:
SMILES	RBX1-CUL1 inh
O=C(NC(=O)C(F)(F)F)Nc1ccccc1F	1
CN1C(=O)C2C3OC(=O)C2C(C(=O)O)C1C3Br (stereo unspecified)	0
Cc1ccc(CNC(=O)CSc2n[nH]c(-c3ccc(F)cc3)n2)cc1	3
C#CCOc1c(Br)cc(C2C3=C(N=C(C)C2C(=O)OC)c2ccccc2C3=O)cc1OCC (stereo unspecified)	-1

Remaining list, next part.
SMILES	RBX1-CUL1 inh
O=C(NC(NCc1ccco1)C(Cl)(Cl)Cl)c1cccc([N+](=O)[O-])c1 (stereo unspecified)	6
COc1ccc(OC)c(S(=O)(=O)N(C)CC(=O)NC2CC2)c1	5
COC(=O)[C@@H]1CCCN1C(=O)Cc1ccc(N2CCC(NCCc3cnccn3)CC2)cc1	0
CC1(C)Cc2ccccc2C(C)(C2=NCCCN2)N1 (stereo unspecified)	-6
Cc1cc(C)cc(NC(=O)c2cc(CN3CCCC3)on2)c1	-1
Cc1ccc2cc(CNCC3CCCCC3)c(N3CCC(O)CC3)nc2c1	-2
O=C(CSc1nc2sc3c(c2c(=O)n1-c1ccccc1)CCCC3)N(c1ccccc1)c1ccccc1	-4
O=C(NCCc1csc(-c2ccc(F)cc2)n1)c1cccs1	-4
CCC(=O)N1c2ccccc2N=C2CC(C)(C)CC(=O)C2C1c1ccc(N(CC)CC)cc1 (stereo unspecified)	10
COc1cc(Br)cc(/C=C2/SC(=O)N(C(C)C)C2=O)c1O	-4
O=C(C[n+]1ccc2ccccc2c1)C12CC3CC(CC(C3)C1)C2	-2
CCOc1cccc(-n2c(C)cn3c4c(=O)n(C)c(=O)n(C)c4nc23)c1	-9
CCn1c(=O)cc(OCC(=O)N2CCN(c3ccccc3OC)CC2)c2ccccc21	-1
COc1ccc2c3c(cnc2c1)=C1CCC2(OCCO2)C1(C)CC=3 (stereo unspecified)	-9
CCN1CCN(S(=O)(=O)c2cc(C)c(C)cc2OC)CC1	-2
COc1ccccc1NC(=O)Cn1c(=O)n(Cc2ccccc2)c(=O)c2sc3ccccc3c21	-3
CC(=O)c1cccc(NC(=O)Cn2c(=O)oc3cc(S(=O)(=O)NC4CCCC4)ccc32)c1	-7
COc1ccc(OC(=O)C2CCCC2)cc1	-9
CCN1C(=O)CC(C(=O)Nc2ccccc2OC)SC1=Nc1cccc(C(F)(F)F)c1 (stereo unspecified)	-5
Cn1cnc2c1c(=O)n(Cc1ccc(-c3nn[nH]n3)cc1)c(=O)n2C	-11

Records above that bear a hit mark in RBX1-CUL1 inh:
SMILES	RBX1-CUL1 inh
O=C(O)c1cc(-c2ccc(CC3=NC(=S)N(c4ccc(Cl)cc4)C3=O)o2)ccc1Cl	101*

(next part)
SMILES	RBX1-CUL1 inh
CCN(CC)S(=O)(=O)c1cc(C)ccc1SC	-10
Cc1nc(N2CCOCC2)c2c(C(=O)NCc3cccc(Cl)c3)c(C)oc2n1	2
CCCCC(=O)Nc1sc2c(c1C#N)CCCCC2	6
COc1ccccc1CNC(=O)C1(c2cccs2)CCOCC1	-1
O=C(Oc1ccccc1C(=O)Oc1ccccc1)c1ccc(Cl)cc1	5
Cc1cc(NCCCN2CCOCC2)nc(-c2ccccc2O)n1	-5
Cc1cccc(NC(=O)CCCC(=O)Nc2cccc(C)c2C)c1C	-9
Cc1cccc(CN2CCN(C(=O)c3cn(C4CCCCC4)cc(C(=O)NC4CC4)c3=O)CC2)c1	7
CCOC(=O)c1cnc(SC)nc1Sc1nc2ccccc2o1	8
COc1ccc(/C=C/c2nnc(Cc3ccccc3)o2)cc1	-4

3 compounds out of the list above, arranged by the value under RBX1-CUL1 inh, ascending:
SMILES	RBX1-CUL1 inh
CCN(CC)S(=O)(=O)c1cc(C)ccc1SC	-10
COc1ccc(/C=C/c2nnc(Cc3ccccc3)o2)cc1	-4
O=C(Oc1ccccc1C(=O)Oc1ccccc1)c1ccc(Cl)cc1	5

New compounds follow.
SMILES	RBX1-CUL1 inh
COc1ccc(C2C3=C(N=c4s/c(=C\c5ccc(Sc6nc7ccccc7[nH]6)o5)c(=O)n42)c2ccccc2CC3)cc1OC (stereo unspecified)	4
O=C(NC(=S)Nc1ccc(F)cc1)c1ccccc1	-4
CCc1csc(CNC(=O)c2ccc(NCC3CCCOC3)nc2)n1 (stereo unspecified)	2
CC(=O)N[C@@H]1c2ccccc2C2(CCN(C(=O)CCc3ccccc3)CC2)[C@H]1OCc1ccccc1	4
COc1ccc(C(=O)C2C(=N)N(c3cc([N+](=O)[O-])ccc3C)C3=C(C(=O)CC(C)(C)C3)C2c2cc(OC)c(OC)c(OC)c2)cc1 (stereo unspecified)	-2
CCCCC(CC)CNC(=O)c1ccc(Cn2c(=O)[nH]c3cc(OC)c(OC)cc3c2=O)cc1 (stereo unspecified)	-3
CC(C)c1ccc(CN2CCCC3(CCN(C(=O)c4cccnc4)C3)C2)cc1 (stereo unspecified)	3
COc1cc(F)ccc1CN1CCC(C2CCN(Cc3cccnc3)CC2)C1 (stereo unspecified)	3
Cc1nnc(N2CCC(C(=O)NCc3ccc(F)cc3)CC2)c2nn(-c3ccc(Cl)cc3)c(C)c12	3
CCOc1cc(C2C(C(=O)c3cc4ccccc4o3)C(=O)C(=O)N2c2nnc(SCc3ccccc3Cl)s2)ccc1O (stereo unspecified)	33*
CCSCCn1ncc(N2CCC(CN)C2)cc1=O (stereo unspecified)	-8
CCOC(=O)c1c(C)n(-c2ccccc2)c2ccc(OC(=O)c3ccc(OCC)c(OCC)c3)cc12	1
CCOc1ccc(NC(=O)CSc2ccc3ccccc3n2)cc1	0
CCCCNC(=O)C1CCN(S(=O)(=O)c2cc(Br)cc3c2N(C(=O)CC)CC3)CC1	-2
COC(=O)c1cc(OCc2cccc(C(F)(F)F)c2)c2c(c1)Oc1nc3ccccc3nc1O2	1
C=CCn1c(SCc2cccc3ccccc23)nc2sc3c(c2c1=O)CCCC3	-3
O=C(COc1ccccc1)Nc1sc2c(c1C(=O)Nc1ccccc1)CCCCC2	-1
O=C1C=CC(=O)c2c1c(-c1ccccc1)nn2-c1ccccc1	92*

Assay outcomes from PubChem.
